HSP90 refold inh – blocks HSP90-mediated luciferase refolding in reticulocyte lysate | 0.91% of 290,000 active | inhibition, % at 5.6 µM | Rabbit reticulocyte lysate, luciferase refolding luminescence, 3 h | AID 1789;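 active = inhibition above the screen-wide mean plus 3 SD, computed separately per campaign, cut at about 16% in these data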;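 also: 0% = DMSO wells and 100% = 60 µM geldanamycin wells; inhibitors lower the luminescence because luciferase stays unfolded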
aSyn 5UTR inh – MLPCN primary screen, SNCA 5' untranslated region; alpha-synuclein 5'UTR reporter, inhibitor activity; inhibition, % (tested at 7.5 µM); 0.82% of 300,000 active; in the data active = inhibition above about 60%;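 also: H4 neuroglioblastoma cells stably carrying SNCA 5'UTR luciferase fusion; 0% = DMSO wells and 100% = positive control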
GSK3beta inhib – blocks human GSK3beta kinase activity; P49841; GST-GSK3beta kinase, ADP-Glo luminescence, 60 min; hits give low values; activity score (negative = inhibition), % at 10 µM; 0.038% of 300,000 active;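 active = more than half of replicate wells score below -50%, meaning over 50% inhibition versus plate controls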;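 also: 0% = median DMSO wells and -100% = median GW8510 positive control wells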
Target sequence (P49841 whole entry, looked up): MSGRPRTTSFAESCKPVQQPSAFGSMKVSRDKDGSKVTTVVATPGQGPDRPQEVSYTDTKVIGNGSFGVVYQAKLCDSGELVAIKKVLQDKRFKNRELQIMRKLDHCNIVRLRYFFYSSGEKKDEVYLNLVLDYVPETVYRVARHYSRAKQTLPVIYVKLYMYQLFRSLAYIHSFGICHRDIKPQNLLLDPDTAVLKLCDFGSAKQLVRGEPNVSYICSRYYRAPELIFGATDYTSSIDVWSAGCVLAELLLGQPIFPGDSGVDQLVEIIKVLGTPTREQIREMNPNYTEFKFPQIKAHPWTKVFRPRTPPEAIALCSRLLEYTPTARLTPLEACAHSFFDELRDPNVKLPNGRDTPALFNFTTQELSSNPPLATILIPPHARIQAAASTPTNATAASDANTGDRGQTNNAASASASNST
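test system = GST-tagged human GSK3beta kinase, cell-free | reagent = 25 µM ATP with peptide substrate | dosing = one dose of 10 µM per compound | schedule = 60 min reaction, RT | detection = luminescent ADP-Glo measurement of ADP formed | control set = DMSO neutral wells and GW8510 at 20 µM as positive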
KLF5 inh – inhibitors of KLF5 expression | DLD-1 KLF5 promoter-luciferase reporter, luminescence | inhibition, % at 5 µM | 0.23% of 290,000 active;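 active = inhibition above a per-plate limit of that plate's mean compound inhibition plus 3 SD, cut at about 60% in these data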;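 also: 0% = DMSO wells and 100% = LY294002 at 200 µM; higher means less KLF5 promoter-driven luciferase light; inactives centre near -14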
AI-2 QS mod – Vibrio harveyi AI-2 quorum sensing modulation; Vibrio harveyi JMH597 AI-2 luminescence/OD600 ratio, 9 h; hits give low values; strain lacks LuxN and CqsS sensors; 0 = neutral-control median; activity change, % at 7.5 µM; 0.4% of 300,000 active; in the data active = activity change below about -75%, passing the limit was not always enough;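 also: luminescence divided by OD600 gain over 9 h not by final OD600 alone; inactives centre near 13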
IEC-6 cytotox – kills IEC-6 intestinal cells in KLF5 counter-screen. IEC-6 cytotoxicity, luminescence viability. inhibition, % at 5 µM. 0.78% of 290,000 active. AID 1825; in the data active = inhibition above about 22%;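 also: 0% = plate median of test compound wells and 100% = cytotoxic reference compound wells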
PolyA inh – blocks polyadenylation in yeast reporter cells | S. cerevisiae SKY197-pL101 polyadenylation reporter, beta-gal luminescence; efflux-impaired pdr1/pdr3 knockout yeast; score 100 = 6 SD above DMSO | calls only at 12 µM | 0.02% of 300,000 active;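 active = lowest replicate activity score at least 50, where 100 means six control SD above control mean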;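 also: yeast exposed to compound for 9 h at 30 °C; higher score means more reporter readthrough which indicates perturbed polyadenylation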
HSF-1 act – increases HSF-1 driven luciferase reporter signal | NIH3T3-HGL HSF-1 luciferase reporter, MG132, 8 h; 100% = twice DMSO control signal | activation, % at 9 µM | 1.7% of 300,000 active | AID 504408;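 active = mean replicate activation of at least 50% with a set share of replicates each reaching 50%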;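 also: 0% = median of the neutral control wells and 100% = twice that signal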
GSK3A inh – inhibitors of human GSK-3 alpha kinase; ADP-Glo luminescence, 60 min; P49840; inhibition, % at 10 µM; AID 2650; 0.1% of 320,000 active;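 in the data active = inhibition above about 50%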;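 also: GST-tagged GSK-3 alpha with peptide substrate and 25 µM ATP; 0% = DMSO neutral wells and 100% = GW8510 positive control wells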
Target sequence (P49840 whole entry, looked up): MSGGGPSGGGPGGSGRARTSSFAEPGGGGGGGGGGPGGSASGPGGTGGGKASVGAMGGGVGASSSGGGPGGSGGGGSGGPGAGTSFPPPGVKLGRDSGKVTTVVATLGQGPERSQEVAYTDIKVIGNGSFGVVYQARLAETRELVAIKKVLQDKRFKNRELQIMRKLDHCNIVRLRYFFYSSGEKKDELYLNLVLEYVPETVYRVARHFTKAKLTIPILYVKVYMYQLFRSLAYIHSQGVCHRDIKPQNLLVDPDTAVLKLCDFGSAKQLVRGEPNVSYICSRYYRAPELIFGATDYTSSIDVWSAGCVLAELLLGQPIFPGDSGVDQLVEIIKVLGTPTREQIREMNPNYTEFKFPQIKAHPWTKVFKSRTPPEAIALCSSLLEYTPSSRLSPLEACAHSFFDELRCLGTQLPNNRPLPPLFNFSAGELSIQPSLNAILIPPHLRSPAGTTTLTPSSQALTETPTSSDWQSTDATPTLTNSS
HSF1 inhib – HSF1 inhibition; NIH3T3-HGL HSE-luciferase, MG132-induced, luminescence 8 h; hits give low values; activity change, negative = inhibition, % at 7.5 µM (by protocol); 0.77% of 300,000 active; AID 2098;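 active = more than half of replicate wells show activity change below -50%, luminescence cut by over half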;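 also: luciferase reports HSF-1 transcriptional activity via heat shock element; 0% = median of DMSO wells and -100% = zero luminescence signal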
Numbers without * were called inactive; i = inactive; x = not tested or not shown. A portion of the library; rates above refer to the full screens.

SMILES | HSP90 refold inh | aSyn 5UTR inh | GSK3beta inhib | KLF5 inh | AI-2 QS mod | IEC-6 cytotox | PolyA inh | HSF-1 act | GSK3A inh | HSF1 inhib
Cc1ccc2nc(SCC(=O)Nc3ccc4c(c3)CCC4)[nH]c2c1 | 2 | 2 | 2 | -35 | 3 | 4 | i | -12 | -1 | 2
CC1CCN(c2cc(N3CCN(C(=O)c4ccc(F)c(F)c4)CC3)c([N+](=O)[O-])cc2F)CC1 | 1 | 34 | 4 | 27 | 10 | 1 | i | 1 | 1 | 2
CC(=O)OCC(=O)[C@@]12OC3(CCCC3)O[C@@H]1C[C@H]1[C@@H]3CCC4=CC(=O)C=C[C@]4(C)[C@@]3(F)[C@@H](O)C[C@@]12C | 0 | 14 | -4 | -1 | 17 | 10 | i | -57 | -1 | -46
Cc1cc(NC(=O)CSc2nc(C(C)C)nc3ccccc23)no1 | 1 | 1 | 0 | 8 | 22 | 3 | i | 16 | 0 | 10
O=C(CSc1nccn1Cc1ccc(F)cc1)Nc1ccc(F)cc1F | 2 | 9 | 3 | -13 | -2 | -3 | i | 5 | -3 | 5
Cc1ccc(NC(=O)CCNC(=O)c2ccc(Cl)cc2)cc1C | 0 | 4 | 7 | -19 | 15 | 0 | i | 3 | -4 | 5
CCc1cc(C(=O)NNC(=S)NCC2CCCO2)cs1 (stereo unspecified) | 1 | -21 | 3 | -47 | 16 | 3 | i | 47 | -2 | 38
CN(C)CCCn1c(=S)[nH]c2ccccc2c1=O | 3 | 9 | 2 | -14 | 27 | 1 | i | -11 | 1 | -4
CCCCC(=O)N1CCCC(c2nc(-c3cccc(OC)c3)no2)C1 (stereo unspecified) | 2 | -141 | 0 | -32 | 11 | 2 | i | 20 | 0 | 2
COc1ccc2cc(S(=O)(=O)Nc3ccccn3)ccc2c1 | -2 | -10 | -1 | -14 | 13 | 2 | i | 29 | -1 | 0
Cc1cc(=S)c2cccc(C)c2[nH]1 | -5 | -8 | 1 | -30 | 25 | -4 | i | 4 | 3 | -7
O=S(=O)(c1ccc(Cl)cc1)c1ccccn1 | 4 | 5 | 3 | -22 | 41 | -7 | i | 0 | 0 | -1
COCCC1CCCCN1Cc1cn(-c2ccccc2)nc1-c1ccc2c(c1)OCO2 (stereo unspecified) | 2 | -7 | 1 | -2 | 9 | 3 | i | 3 | 0 | 0
O=C1CCCN1CCCNc1nc2c(S(=O)(=O)c3ccccc3)nnn2c2ccc(Cl)cc12 | -4 | -54 | 2 | -19 | 17 | 14 | i | -25 | 0 | -5
Cc1c(Cl)cccc1N(CC(=O)NC(C)c1ccccc1)S(C)(=O)=O (stereo unspecified) | 2 | -17 | 1 | -42 | 2 | -5 | i | 11 | 0 | 4
O=C1NC2CCc3nc4ccccc4c(=O)n3C2=Nc2ccccc21 (stereo unspecified) | -3 | -7 | -1 | -29 | 7 | -5 | i | -4 | -1 | 0
CC1CN(CCc2ccccc2)c2nc3c(c(=O)[nH]c(=O)n3C)n2C1 (stereo unspecified) | -3 | 22 | -1 | -6 | 16 | -6 | i | -4 | 13 | -7
COCCCNC(=O)CN1C(=O)c2ccccc2C1=O | 0 | -24 | -5 | 4 | 23 | 4 | i | 3 | -2 | -7
COc1c(Cl)cc(Cl)cc1C(=O)n1nc(C)cc1C | -1 | 4 | -2 | -51 | 35 | -4 | i | -5 | -2 | 3
CC1(C)CC(=O)C(=CN2CCN(C(=O)c3ccco3)CC2)C(=O)C1 | 6 | 10 | 4 | -38 | 8 | 2 | i | 17 | x | -1
COc1ccccc1/C=C/C(=O)Nc1ccc(S(=O)(=O)Nc2cc(C)nc(C)n2)cc1 | -5 | 21 | -1 | -3 | 27 | -6 | i | 4 | -1 | -6
CCOP(=O)(OCC)C(Nc1cccc(C(F)(F)F)c1)c1ccc(Br)cc1 (stereo unspecified) | -1 | 14 | 1 | -18 | 16 | -5 | i | 28 | x | 5
CC(C)CC(=O)N1CCN(Cc2cccc(Cl)c2)CC1 | 5 | 4 | 0 | 15 | 4 | -4 | i | -9 | -2 | -3
CC(=O)N1CCN(c2ccnc3cc(Cl)ccc23)CC1 | 3 | 17 | -6 | 25 | x | -4 | x | 27 | -4 | -3
Cc1ccc(OCCN2CCN(c3ncnc4sc(C)c(C)c34)CC2)cc1 | 1 | -4 | 2 | -9 | 9 | 4 | i | 25 | 5 | -8

Random excerpt: 4 entries already listed.
SMILES | HSP90 refold inh | aSyn 5UTR inh | GSK3beta inhib | KLF5 inh | AI-2 QS mod | IEC-6 cytotox | PolyA inh | HSF-1 act | GSK3A inh | HSF1 inhib
CCc1cc(C(=O)NNC(=S)NCC2CCCO2)cs1 (stereo unspecified) | 1 | -21 | 3 | -47 | 16 | 3 | i | 47 | -2 | 38
COCCC1CCCCN1Cc1cn(-c2ccccc2)nc1-c1ccc2c(c1)OCO2 (stereo unspecified) | 2 | -7 | 1 | -2 | 9 | 3 | i | 3 | 0 | 0
Cc1ccc(NC(=O)CCNC(=O)c2ccc(Cl)cc2)cc1C | 0 | 4 | 7 | -19 | 15 | 0 | i | 3 | -4 | 5
Cc1ccc2nc(SCC(=O)Nc3ccc4c(c3)CCC4)[nH]c2c1 | 2 | 2 | 2 | -35 | 3 | 4 | i | -12 | -1 | 2

Returning to the listing, starting two compounds before the break.
SMILES | HSP90 refold inh | aSyn 5UTR inh | GSK3beta inhib | KLF5 inh | AI-2 QS mod | IEC-6 cytotox | PolyA inh | HSF-1 act | GSK3A inh | HSF1 inhib
CC(=O)N1CCN(c2ccnc3cc(Cl)ccc23)CC1 | 3 | 17 | -6 | 25 | x | -4 | x | 27 | -4 | -3
Cc1ccc(OCCN2CCN(c3ncnc4sc(C)c(C)c34)CC2)cc1 | 1 | -4 | 2 | -9 | 9 | 4 | i | 25 | 5 | -8
CC1(CCc2ccc3c(c2)OCO3)NCCc2c1[nH]c1ccccc21 (stereo unspecified) | 1 | 2 | -3 | -44 | 25 | -6 | i | 12 | 3 | 0
O=C(NC(=S)NCC1CCCO1)C(c1ccccc1)c1ccccc1 (stereo unspecified) | -1 | 7 | 0 | -15 | 13 | -8 | i | 12 | -1 | 8
CC(C)CCNC(=O)CCC(=O)NNc1nc2ccccc2c2nc(-c3ccccc3)nn12 | 3 | -23 | 2 | -10 | 14 | 1 | i | 30 | 2 | 18
COC(=O)C1(C(F)(F)F)N=C2Sc3ccccc3N2C(N2CCOCC2)=N1 (stereo unspecified) | 3 | 5 | -1 | -21 | -6 | -2 | i | -7 | -1 | -2
Cn1c(=O)n(C)c2cc(NS(=O)(=O)c3ccc(Cl)s3)ccc21 | -2 | -21 | -7 | -14 | 2 | 5 | i | 29 | -2 | 6
O=C1OC(c2ccc(F)cc2)=C/C1=C\c1ccc(O)cc1 | -5 | -25 | 3 | -41 | 3 | -6 | i | 28 | -1 | 18
CCOc1ccccc1C(=O)NC(C(=O)Nc1cccnc1)C(C)C (stereo unspecified) | -4 | -13 | 1 | -11 | 8 | 2 | i | -2 | -2 | -7
COc1ccc(OCC(N)=O)cc1 | -1 | 5 | 5 | -29 | 18 | 0 | i | 2 | 1 | -5
CC(=O)Cc1nsc(NC(=O)c2cc(-c3cccc(C(F)(F)F)c3)oc2C)n1 | -2 | 0 | -2 | 13 | 14 | -6 | i | 2 | -1 | -5
O=C(CN1CCOCC1)N/N=C/c1c(O)ccc2ccccc12 | -5 | 32 | -3 | 56 | 4 | 7 | i | 11 | -1 | -4
CC(=O)Nc1ccc(S(=O)(=O)NC(C)C(=O)NCCc2ccc(F)cc2)cc1 (stereo unspecified) | 2 | -12 | 2 | -31 | 29 | 5 | i | 34 | -2 | 13
COc1ccc2cc(CN(C(=O)Nc3ccccc3)C3CCCC3)c(=O)[nH]c2c1 | 5 | 7 | -1 | -1 | 17 | -2 | i | 5 | -2 | -2
CC(C)CC(=O)Nc1ccnn1C1CCN(C(=O)c2ccc(Cl)cc2F)CC1 | -3 | -10 | 2 | -10 | -6 | -2 | i | 4 | -1 | -2
O=C(O)c1cc([N+](=O)[O-])ccc1C(=O)Nc1cccc([N+](=O)[O-])c1 | 0 | -5 | -1 | -15 | 40 | -7 | i | -2 | 0 | 7
CNC(=O)Nc1cccc(-c2ccnc(C)n2)c1 | 2 | -29 | -3 | -11 | 6 | 4 | i | 24 | -1 | -4
CC1CCc2sc(C(=O)OCC(=O)NCc3ccccc3)cc2C1 (stereo unspecified) | 0 | -9 | 3 | -9 | -8 | -6 | i | -9 | -3 | -19
COc1ccc(NC(=O)CCS(=O)(=O)c2ccc3c(c2)CCN3C(C)=O)cc1 | -5 | -20 | 1 | -4 | 23 | 0 | i | 18 | 1 | 4
NC(=O)NCc1ccccc1 | 9 | 1 | 1 | -15 | 4 | 1 | i | -26 | -1 | -5
CSc1ccc(CNc2ncc(-c3cccc([N+](=O)[O-])c3)n2C)cc1 | 5 | -2 | 5 | -44 | -6 | -1 | i | 3 | -2 | -1
COc1cccc(N2C(=O)C3C(C2=O)C2C=CC3C23CC3)c1 (stereo unspecified) | -1 | -30 | -1 | -5 | 2 | -5 | i | 3 | -2 | -3
CC(C)C(=O)N1CCN(c2ccc(NC(=O)c3ccc4c(c3)OCCO4)cc2)CC1 | 0 | 34 | -9 | -13 | 2 | -4 | i | -18 | -1 | -13
COc1ccccc1-n1c(SCC(=O)Nc2ccc(NC(C)=O)cc2)nc2c([nH]c3ccccc32)c1=O | 6 | 7 | -9 | 25 | -4 | 4 | i | 30 | 0 | 20
C/C(CC(=O)Nc1ccc(Cl)cc1Cl)=N\NC(N)=S | -3 | 9 | -9 | 4 | 3 | -1 | i | 30 | x | 9
O=C(Cn1c(C(F)(F)F)nc2ccccc21)NCCCN1CCOCC1 | 0 | -5 | 2 | 6 | 20 | -1 | i | -18 | -2 | -4
O=C(O)CC(NC(=O)C(F)(F)F)c1ccc2c(c1)OCO2 (stereo unspecified) | 0 | 5 | 4 | -37 | 33 | 0 | i | 4 | 2 | -1
(next part)
SMILES | HSP90 refold inh | aSyn 5UTR inh | GSK3beta inhib | KLF5 inh | AI-2 QS mod | IEC-6 cytotox | PolyA inh | HSF-1 act | GSK3A inh | HSF1 inhib
COc1ccc(/C=C(/C(=O)NCc2ccccc2)c2ccccc2)cc1 | 0 | 1 | 3 | -49 | 14 | 0 | i | 0 | x | -10
Cn1nc(C(F)(F)F)c(C(=O)Nc2ccc(F)cc2F)c1Cl | -1 | 26 | 1 | -17 | 18 | 1 | i | 21 | 2 | 6
CCOc1ccc(C(=O)CCN2CCCCCC2)cc1 | 1 | -6 | 1 | -12 | 13 | -3 | i | 7 | x | 16
CN(CC(=O)NCCc1ccccc1)Cc1ccco1 | -4 | -81 | 6 | -54 | -4 | 4 | i | 20 | 5 | 6
COc1ccc(C(CNC(=O)COc2ccc(C)c(C)c2)N2CCCCC2)cc1 (stereo unspecified) | 3 | -5 | -2 | -17 | 7 | 8 | i | -4 | x | -1
CC(C)(C)N1CC(C(=O)Nc2ccc(C#N)cc2)CC1=O (stereo unspecified) | 1 | 8 | 2 | -13 | 10 | 6 | i | 21 | -4 | 3
O=C(CN1N=C(c2ccccc2)CCC1=O)NCc1ccco1 | 8 | -17 | -1 | 10 | 19 | -5 | i | 8 | 0 | 1
CC(C)=CCN1CCN(Cc2c[nH]c3ccccc23)CC1CCO (stereo unspecified) | 0 | 5 | -1 | -57 | 3 | 0 | i | -2 | -4 | -1
